GlmU inhibition – inhibition of mycobacterial GlmU enzyme – biochemical, glucosamine-1-phosphate acetyltransferase (AID 1376); M. tuberculosis GlmU acetyltransferase enzyme assay; higher % means a stronger effect; actives 0.25% (n = 220,000); one-dose inhibition, %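 (tested at 30 µM in the primary screen)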; IC50 in µM for titrated hits; in the data active means inhibition above about 13%; inconclusive means no clear call, values can overlap the other calls;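 further: 0% = complete reaction with vehicle and 100% = reaction without substrate; strong numbers were not always called active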
RmlCD inh 1536 – blocks M. tuberculosis RmlC and RmlD coupled enzymes; RmlC+RmlD coupled enzyme assay, percent inhibition; primary screen in compound mixtures; inhibition, % at 3.6 µM; actives 0.03% (n = 160,000); AID 1533; in the data active means inhibition mostly above about 34%, no sharp cut-off; inconclusive means no clear call, values can overlap the other calls; inactive means mostly below about 22%; further: some results filed as inactive read as strong as hits
Target sequence (P9WH09 whole entry, looked up): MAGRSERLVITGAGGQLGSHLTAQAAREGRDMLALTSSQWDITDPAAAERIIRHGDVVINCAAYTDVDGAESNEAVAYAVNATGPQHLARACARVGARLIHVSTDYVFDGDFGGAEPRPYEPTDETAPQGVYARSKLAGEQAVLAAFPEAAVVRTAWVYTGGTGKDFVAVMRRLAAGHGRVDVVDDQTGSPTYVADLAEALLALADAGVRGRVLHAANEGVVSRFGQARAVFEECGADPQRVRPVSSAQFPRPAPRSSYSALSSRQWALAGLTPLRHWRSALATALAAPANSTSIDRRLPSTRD
Target sequence (P9WH11 whole entry, looked up): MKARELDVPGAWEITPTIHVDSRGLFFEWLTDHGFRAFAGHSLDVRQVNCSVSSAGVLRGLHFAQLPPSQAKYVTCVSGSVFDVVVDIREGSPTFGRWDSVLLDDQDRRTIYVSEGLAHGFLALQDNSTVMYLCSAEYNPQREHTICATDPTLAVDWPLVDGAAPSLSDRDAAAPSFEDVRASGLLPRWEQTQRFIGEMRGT
* marks the source's active call; other numbers are inactive results; u = inconclusive; x = not tested or not shown.

SMILES | GlmU inhibition | RmlCD inh 1536
COc1ccc(CNC(=O)CSc2nnc(C(F)(F)F)n2C)cc1 | -4.1% | 0
CCOC(=O)C1CCN(C(=O)Nc2ccc3nccnc3c2)CC1 | -3.1% | x
O=C(c1ccco1)N1N=C(c2ccc(Br)cc2)CC1(O)C(F)(F)F (centres undefined) | 2.8% | 12
COc1ccccc1/C=C\C=N\n1c(-c2ccc(Cl)cc2)n[nH]c1=S | 1.9% | 7
CC(C)NS(=O)(=O)c1ccc2c(c1)NCC2 | 1.5% | -8
CN1CCN(CCOC2c3ccccc3CSc3ccc(Cl)cc32)CC1 (centres undefined) | -10% | -4
CCOC(=O)c1sc(=S)n(-c2ccc(C)cc2)c1SC | 0.3% | 3
Cc1scc(-c2n[nH]c(=S)n2C(C)c2ccccc2)c1C (centres undefined) | -1.8% | -6
O=C(Nc1ccccc1)OCC1CCCN2CCCCC12 (centres undefined) | 0.2% | x
C/C(=N\Nc1ccc(Cl)c(C(=O)O)c1)c1cccc([N+](=O)[O-])c1 | -0.2% | 1
COC(=O)Nc1ccc(S(=O)(=O)N2CCCc3ccccc32)cc1 | 0.6% | x
CC(C)OCCCNC(=O)c1ccc(N(C)S(C)(=O)=O)cc1 | -0.2% | -7
Cc1nc2ccc(C(=O)O)cc2c2c1CC(C)S2 (centres undefined) | 12% | -12
CCOC(=O)C1(c2csc(N)n2)COC(=O)C1 (centres undefined) | 2.9% | 9
Cn1c(-c2ccc3c(c2)OCO3)cnc1N | 1.5% | 7
COC(=O)CC1C(=O)NCCN1C(=S)NC(=O)c1sc2ccccc2c1Cl (centres undefined) | -3.0% | -4
Cc1nn(C)c(C)c1CNC(=O)c1cc2n(n1)C(C(F)(F)F)CC(c1cccs1)N2 (centres undefined) | 0.6% | x
COc1ccc(CNC(=O)COc2ccc(C)nc2[N+](=O)[O-])cc1 | 0.7% | 6
Cc1ccc(C)c(NC(=O)COc2cccc3c2CCN(Cc2ccccc2C)C3=O)c1 | 2.5% | 6
CCSc1nnc(C)n1-c1ccc(C(=O)O)cc1 | -4.3% | 14
CS(=O)(=O)N(CC(=O)NCc1ccc2c(c1)OCO2)Cc1ccc(Cl)cc1 | -3.4% | 21
O=C(O)c1nccnc1C(=O)Nc1ccccc1N1CCOCC1 | 5.2% | x
COc1ccccc1NC(=O)CN1CCN(S(=O)(=O)c2ccc(Br)cc2)CC1 | x | 3
COC(=O)CCN(c1ccccc1)S(=O)(=O)c1ccc(OC)cc1 | -1.6% | -6
CCOC(=O)c1c[nH]c2c(C)cc(C)cc2c1=O | -4.9% | x
Going on with the list:
SMILES | GlmU inhibition | RmlCD inh 1536
O=C(c1cnc2sccn2c1=O)N(Cc1ccccc1)c1ccccn1 | -0.6% | -6
CCN(CC)S(=O)(=O)c1cc(OCC(N)=O)c(C)cc1Cl | 1.5% | -8
CCCC(=O)Oc1ccc(N(C(=O)CCC)S(=O)(=O)c2cccs2)cc1 | 7.2% | -2
Cc1ccc(C2=N/C(=C/N3CCOCC3)C(=O)O2)cc1 | -0.2% | -4
CNc1cc(CS(=O)c2ccccc2)nc(-c2ccccc2)n1 (centres undefined) | -1.0% | x
Cc1cccc(C(=O)Nc2ccccc2C(=O)OCC(=O)Nc2ccc(C#N)cc2)c1 | 1.1% | 8
CC(C)CC(C(=O)O)N1C(=O)C2C3CC(C2C1=O)C1C(c2ccccc2)c2sc(=O)[nH]c2SC31 (centres undefined) | 2.6% | -6
CC1CCN(Cc2ccc(NC(=O)C3CCN(c4nnc(-n5cccc5)s4)CC3)cc2)CC1 | -3.7% | 10
COc1ccccc1N1CCN(C(=O)c2coc(=O)c(Br)c2)CC1 | 2.7% | 8
COc1cc(/C=N/NC(=O)c2cccnc2)ccc1OS(=O)(=O)c1ccc(F)cc1 | -9.0% | -1
O=C(CCSc1ccc(Cl)cc1)NC12CC3CC(CC(C3)C1)C2 | 5.2% | x
COc1ccc(OC(C)C(=O)NCCC2=CCCCC2)cc1 (centres undefined) | -3.0% | 4
CC12CCC(=O)C=C1CCC1C2CCC2(C)C(O)CCC12 (centres undefined) | 1.4% | 0
CC1(N2CCCCC2)C(=O)c2ccccc2C1=O | 3.9% | 2
O=C(N/N=C/c1cccc2nccnc12)c1ccncc1 | 0.0% | 6
COc1ccc(Cl)cc1NC(=S)N1CCN(c2ccccn2)CC1 | 1.7% | 3
CN1C(=O)/C(=C\c2ccco2)N=C1c1ccc(Cl)cc1Cl | 3.0% | 6
COc1ccc(NC(=O)NCCCN2CCC(Cc3ccccc3)CC2)cc1 | 0.9% | 10
CC12CN3CC(C)(CN(C1)C3c1ccc(Br)cc1)C2=O (centres undefined) | -0.9% | u
COc1cc(/C=C2\SC(=O)N(c3ccc(O)cc3)C2=O)cc(OC)c1OC | 2.6% | x
Cn1cccc1C(=O)NC(=O)COC(=O)CNC(=O)CNC(=O)c1ccc(Cl)cc1Cl | -1.4% | 10
O=C(NC1CCCCC1)c1ccccc1C(F)(F)F | 0.1% | -2
Cc1cccc(NCc2nnc(-c3ccccc3)o2)c1C | 4.2% | -6
CCOC(=O)c1sc(NC(=O)c2ccc3ncsc3c2)nc1C | -3.9% | 10
CCc1nn(CC(=O)NCCCN2CCc3ccccc3C2)c(=O)c2cc3sccc3n12 | -1.8% | 3
More compounds
SMILES | GlmU inhibition | RmlCD inh 1536
O=C(CC(c1ccccc1)c1ccccc1)OCn1nnc2ccccc2c1=O | 9.4% | x
COC(=O)CNC(=O)c1cccc(F)c1 | -1.2% | x
CC1Cc2nc(SCC(=O)Nc3ccccc3F)n(C)c(=O)c2S1 (centres undefined) | 5.2% | -2
O=C(COC(=O)C1=COCCO1)Nc1ccc(OC(F)F)cc1 | 2.9% | 6
Cc1ccsc1/C=C(/C#N)C(=O)NCc1ccccc1 | 1.2% | 3
Cc1ccccc1NC(=O)CN1CCC(NC(=O)Nc2ccccc2)CC1 | -2.9% | x
N#Cc1ccsc1NC(=O)CN(Cc1ccccc1)Cc1ccccc1 | 5.5% | 6
O=C1COc2ccc(C(=O)COC(=O)C3CCN(S(=O)(=O)c4cccs4)CC3)cc2N1 | -3.2% | -11
CC1=C(c2ccc(Cl)cc2)[N+](=O)C(C)(C)N1[O-] | 2.9% | x
COC(=O)c1ccc(CSc2nnc(-c3c[nH]c4ccccc34)n2C)o1 | 2.2% | -1
O=c1c2[nH]c3ccccc3c2ncn1Cc1ccco1 | 4.4% | x
COc1ccccc1OCC(=O)Nc1cccc(-c2nc3ccccc3o2)c1 | 0.2% | 5
O=C(COC(=O)c1ccc2c(c1)C(=O)N(c1cccc3ncccc13)C2=O)c1ccc(Cl)cc1 | 7.2% | 0
O=C(Cc1cccs1)N(c1ccc(Cl)cc1)C1C=CS(=O)(=O)C1 (centres undefined) | 6.8% | x
Cc1ccc(-c2nc3ncccc3o2)cc1NC(=O)c1ccco1 | 0.8% | x
COC(=O)Nc1ccc(S(=O)(=O)Nc2ccc(C(=O)O)cc2)cc1 | 0.0% | -17
Cn1nc(C(C)(C)C)c([N+](=O)[O-])c1C(=O)NCCO | -1.4% | -8
Cc1ccc(N(CC(=O)N2CC(=O)Nc3ccccc32)S(=O)(=O)c2ccc3c(c2)OCCO3)cc1 | 3.4% | x
COc1cc(/C=C(\C#N)c2nc3ccc(C)cc3[nH]2)cc([N+](=O)[O-])c1O | 94µM* | x
CS(=O)(=O)N1c2ccccc2[C@]2(Br)C[C@H]3C(=O)N[C@@H](Cc4ccccc4)C(=O)N3[C@H]12 | 2.3% | x
Cc1oc(-c2ccccc2)cc1C(=O)Nc1ccc(N(C)C)cc1 | 2.4% | x
COc1ccc(C2=CC3=C(Br)C(=O)C(C)(OC(=O)c4ccc(Cl)nc4)C(=O)C3=CO2)cc1 (centres undefined) | 3.3% | x
Cc1ccc(S(=O)(=O)N2CCCCC2)cc1NC(=O)C1CC(=O)N(Cc2ccccc2)C1 (centres undefined) | 1.9% | 20
COC(=O)c1ccc(COC(=O)c2cnccn2)cc1 | -4.3% | x
COc1ccc(NC(=O)CSc2ccccn2)cc1 | 11% | x

Single records (already shown).
Profile of COC(=O)CNC(=O)c1cccc(F)c1 : GlmU inhibition = -1.2%; RmlCD inh 1536 = x
Profile of COc1ccccc1OCC(=O)Nc1cccc(-c2nc3ccccc3o2)c1 : GlmU inhibition = 0.2%; RmlCD inh 1536 = 5

Additional structures:
SMILES | GlmU inhibition | RmlCD inh 1536
COc1ccc2c(c1)CCc1c(C(=O)N3CCc4ccccc4C3)noc1-2 | 5.3% | 9
O=C(N/C(=C\c1cccc([N+](=O)[O-])c1)C(=O)N1CCCCC1)c1cccs1 | -1.9% | 14
CCC(O)(CC)C(=O)N/N=C/c1cc(Br)cc(Br)c1O | -4.7% | 2
CN(CC(=O)Nc1ccc(N2CCOCC2)cc1)CC(=O)Nc1ccc([N+](=O)[O-])cc1Br | -4.1% | x
Cc1nn(-c2ccccc2)c(C)c1/C=N/O | -2.0% | -13
O=C(NC(C(=O)N/N=C/c1cccc2ccccc12)c1n[nH]c(=O)c2ccccc12)c1ccccc1 (centres undefined) | 1.9% | 7
CC(C(=O)Nc1ccc2c(c1)OCCO2)N1CCN(C(=O)c2ccco2)CC1 (centres undefined) | -0.2% | x
COC(=O)c1ccc(NC(=S)NC2CCCCC2C)cc1 (centres undefined) | 1.4% | x
Cc1ccc(NCc2nnc(SCCN3CCCCC3)n2CC2CCCO2)cc1Cl (centres undefined) | 1.3% | -11
Clc1ccc(COc2ccccn2)cc1Cl | -5.2% | x
CCCOC(=O)c1ccc(NC(=O)C2CCCO2)cc1 (centres undefined) | -2.5% | -18
CCOC(=O)c1ccc(-n2[nH]c(-c3ccccc3)cc2=O)cc1 | 3.1% | x
O=C(Oc1ccccc1)N1CCN(c2ccc(F)cc2)CC1 | -2.7% | x
CC(C)CSc1nc2ccccc2[nH]1 | 0.0% | -9
Cc1cc(N(C)C)ccc1[N+](=O)[O-] | -0.4% | -7
S=C(NCCCc1ccccc1)Nc1ccccc1Cl | -3.8% | 9
CCOc1ccc(-n2c(SCc3nc(-c4ccc(C)cc4)no3)nnc2-c2ccncc2)cc1 | 1.4% | x
COc1ccc(OC)c(NC(=O)COc2ccc(S(=O)(=O)NC(C)C)cc2)c1 | -6.0% | -13
O=C1CC(=O)N2N=C(c3ccc([N+](=O)[O-])cc3)SC2=N1 | -1.3% | x
O=C(CN1C(=O)CSc2ccccc21)Nc1ccc2c(c1)OCCO2 | 5.2% | -8
O=C(OCCOc1ccc(Br)cc1)c1cnccn1 | 0.2% | x
COc1ccc(Cc2nnc(N)s2)cc1 | 2.0% | -6
CCOc1cccc(/C(O)=C2/C(=O)C(=O)N(Cc3cccnc3)C2c2ccco2)c1 (centres undefined) | 1.2% | 26
COCCNC(=O)CN(Cc1cccs1)C(=O)CCC(=O)Nc1nccs1 | 8.9% | 15
COc1ccc(CNC(=O)c2cnn3c(C(F)F)cc(C)nc23)cc1OC | 0.0% | -4

Four records picked at random from those above:
SMILES | GlmU inhibition | RmlCD inh 1536
O=C1CC(=O)N2N=C(c3ccc([N+](=O)[O-])cc3)SC2=N1 | -1.3% | x
COC(=O)c1ccc(NC(=S)NC2CCCCC2C)cc1 (centres undefined) | 1.4% | x
CCCOC(=O)c1ccc(NC(=O)C2CCCO2)cc1 (centres undefined) | -2.5% | -18
O=C(CN1C(=O)CSc2ccccc21)Nc1ccc2c(c1)OCCO2 | 5.2% | -8

(listing goes on)
SMILES | GlmU inhibition | RmlCD inh 1536
COc1cccc(/C=N/n2nnnc2N)c1OCc1ccccc1Cl | -2.7% | x
Cn1ccnc1-c1nnn(-c2ccc(F)cc2)n1 | -1.9% | x
O=C(N/N=C/c1ccc2nccnc2c1)c1ccc(Br)cc1 | -3.4% | x
COc1ccc(C(=O)NNC(=O)Cn2nnc(-c3ccc(OC)c(OC)c3)n2)cc1 | 1.3% | x
COc1ccc(CCNC(=O)Cn2cc(C(F)(F)F)cc(Cl)c2=O)cc1OC | 3.2% | -8
COC(=O)CC1C(=O)NCCN1C(=S)NC(=O)c1ccccc1[N+](=O)[O-] (centres undefined) | 2.2% | 16
COc1cc(C(=O)NCc2nnc(SCC(=O)Nc3cccc(C)c3)o2)cc(OC)c1OC | 0.9% | 13
O=C(Nc1ccncc1)c1cccn(Cc2ccccc2)c1=O | -4.7% | -11
CC(C)N(C(=O)COC(=O)c1cncc(Br)c1)C(C)C | 2.5% | 3
O=C(NN1C(=O)c2ccccc2NC1c1ccco1)c1ccc([N+](=O)[O-])cc1 (centres undefined) | 0.0% | 4
C[C@@H](c1ncncc1F)[C@](O)(Cn1cncn1)c1ccc(F)cc1F | -4.7% | -3
O=C(NCc1ccccn1)C1CC(c2ccc(F)cc2)=NO1 (centres undefined) | -3.8% | -5
CSc1cccc(NC(=O)C2CCN(S(C)(=O)=O)CC2)c1 | -0.7% | x
CCN(Cc1cc(=O)n2ccsc2n1)c1cccc2ccccc12 | 4.5% | 6
C=C1CCN(c2ccc(C(=O)O)cc2[N+](=O)[O-])CC1 | -2.8% | x
Cc1ccc(NC(=O)C2(N(CC(C)C)C(=O)Cn3nnnc3N)CCCCC2)cc1 | -1.5% | x
O=C(O)c1cccc(Oc2ncnc3sc4c(c23)CCCC4)c1 | 3.3% | 8

Given with two lines to a compound: entries from further up.
The line under a structure holds: GlmU inhibition | RmlCD inh 1536
- O=C(N/N=C/c1ccc2nccnc2c1)c1ccc(Br)cc1
  -3.4% | x
- COc1ccc(C(=O)NNC(=O)Cn2nnc(-c3ccc(OC)c(OC)c3)n2)cc1
  1.3% | x
- COc1ccc(CCNC(=O)Cn2cc(C(F)(F)F)cc(Cl)c2=O)cc1OC
  3.2% | -8
- COC(=O)CC1C(=O)NCCN1C(=S)NC(=O)c1ccccc1[N+](=O)[O-] (centres undefined)
  2.2% | 16
- COc1cc(C(=O)NCc2nnc(SCC(=O)Nc3cccc(C)c3)o2)cc(OC)c1OC
  0.9% | 13
- O=C(Nc1ccncc1)c1cccn(Cc2ccccc2)c1=O
  -4.7% | -11

Screening results: PubChem BioAssay, several laboratories

A portion of the library. The share of hits here may be higher or lower than overall.
